# KKLEB tox – reduces viability of KKLEB cystic fibrosis airway cells | KKLEB CF airway cells viability, ATPlite luminescence, overnight; stronger effect = lower value; cells stimulated with P. aeruginosa culture filtrate | activity change (cytotoxicity), % at 5 µM | 360,000 tested, 0.36% active | AID 602141;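 active = corrected activity change at or below -50% at 5 µM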
# HIF-2a inh – blocks HIF-2a reporter activity | 360,000 tested, 0.72% active | inhibition, % at 18.8 µM | AID 624352 | 786-0 RCC cells HIF-2a reporter, luciferase luminescence, overnight;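 active = inhibition of the luminescence signal of 40% or more relative to plate controls, in a single-dose primary screen at 18.75 µM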
# hiPSC survival – increases survival of single human iPS cells. hiPSC single-cell survival, ATPlite luminescence; 100% = ROCK inhibitor wells, 0% = DMSO. survival enhancement, % at 20 µM. 360,000 tested, 0.044% active. AID 602274; in the data active = survival enhancement above about 18%;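 also: cells exposed to compounds for 16 hours before the ATP read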
# CF NFkB block – inhibitors of cystic fibrosis induced NF-kB; KKLEB NF-kB-GFP reporter, PAF-induced, GFP fluorescence overnight; inhibition, % at 5 µM; 360,000 tested, 0.86% active; AID 588850;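 active = at least 50% inhibition at 5 µM, scaled per plate between neutral and stimulator controls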;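 also: PAF is a Pseudomonas aeruginosa culture filtrate used as stimulus; plate controls were PAF-stimulated DMSO wells for no effect and unstimulated DMSO wells for full effect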
# NR2E3 ag-1 – human photoreceptor-specific nuclear receptor agonism. Q9Y5X4. CHO-S Gal4-NCOR/VP16-NR2E3 two-hybrid, luciferase. inhibition of corepressor binding, % at 3.98 µM. 360,000 tested, 0.35% active. AID 602229;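 active = inhibition above the mean of all tested compounds plus 3 SD, cut at about 70% in these data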;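 also: 0% = DMSO with NR2E3 transfected cells and 100% = cells lacking NR2E3 construct; higher means lower luciferase signal from less NR2E3 corepressor binding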
# Target sequence (Q9Y5X4 whole entry, looked up, the tested form may be a part): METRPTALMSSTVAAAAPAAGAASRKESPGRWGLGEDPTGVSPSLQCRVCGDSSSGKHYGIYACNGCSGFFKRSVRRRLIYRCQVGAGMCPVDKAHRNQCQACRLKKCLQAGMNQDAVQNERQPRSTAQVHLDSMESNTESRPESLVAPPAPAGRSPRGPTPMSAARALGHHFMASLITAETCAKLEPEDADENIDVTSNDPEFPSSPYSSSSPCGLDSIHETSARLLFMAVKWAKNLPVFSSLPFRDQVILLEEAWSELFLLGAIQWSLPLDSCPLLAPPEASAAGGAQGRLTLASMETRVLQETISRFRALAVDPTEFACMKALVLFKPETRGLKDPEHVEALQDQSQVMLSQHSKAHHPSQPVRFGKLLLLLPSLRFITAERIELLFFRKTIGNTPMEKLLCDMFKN
# Peg3 promoter – reduces Peg3 promoter-driven luciferase expression in HeLa. HeLa PEG-Prom luciferase reporter, luminescence, overnight. inhibition, % at 20 µM. 360,000 tested, 1.7% active. AID 588405;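 active = inhibition of at least 50% at 20 µM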
# MITF TRPM1 inh – reduces MITF-dependent TRPM1 promoter luciferase signal; 330,000 tested, 0.83% active; AID 488899; SK-MEL-5 TRPM1 promoter luciferase, 24 h; inhibition, % at 12.5 µM;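 active = mean inhibition across replicates of 60% or more, whatever share of single replicates reaches that level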; also: values of inactives mirror those of a sister screen read the other way
# NR2E3 ag-2 – NR2E3 (human) agonism | Q9Y5X4 | GST-NR2E3/biotin-RetCOR TR-FRET, 1536-well | inhibition of corepressor binding, % at 4.78 µM | 320,000 tested, 0.12% active | AID 2300;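 active = percent inhibition above the cutoff of mean plus 3 SD of all tested compounds, set per screening campaign, cut at about 20% in these data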;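 also: 0% = DMSO wells and 100% = biotin wells as full block of FRET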
#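 Test system: GST-NR2E3 and biotin-RetCOR proteins | Quantity: 1.35 nM GST-tagged NR2E3 final | Medium: Tris pH 7.5 | Also added: 7 nM biotin-RetCOR | Dosing: Compound at 4.8 µM, single dose | Timing: 5 h at 4 °C | Detection: Time-resolved FRET | Read-out basis: Percent inhibition | Benchmarks: Biotin wells as high control, 0.6% DMSO wells as low control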
# TWEAK-Fn14 inh – inhibitors of TWEAK-Fn14 interaction signaling; TWEAK-stimulated Fn14 reporter cells, luciferase luminescence, 8 h; inhibition, % at 10 µM; 360,000 tested, 2% active; in the data active = inhibition above about 50%
# aDG glyco up – alpha-DG glycosylation activation; Pro5-aDG cells, alpha-DG glycosylation AlphaScreen (IIH6); 0% Pro5, 100% B10-LARGE cell signal; activation, % at 10 µM; 360,000 tested, 0.22% active;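 active = activation of at least 8% versus controls, or a plate z-score of at least 8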;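 also: Pro5 are CHO cells carrying HIG-tagged alpha-DG that lacks glycosylation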
# Shn3 3UTR inh – inhibitors of Schnurri-3 3'UTR reporter in osteoblasts; inhibition, % at 12.5 µM; 360,000 tested, 0.52% active; Clone20 osteoblast Shn3 3'UTR firefly luciferase, 24 h;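 active = mean inhibition of at least 75% with every replicate also reaching 75%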;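 also: 0% = median of neutral control wells and 100% = pilot-screen positive control compound; some compounds past the cut are filed as inactive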
# * hit, by the source's call; nt = no result given.
no.	Structure	KKLEB tox	HIF-2a inh	hiPSC survival	CF NFkB block	NR2E3 ag-1	Peg3 promoter
1	Cc1ccc(NC(=O)COC(=O)/C=C/c2c(C)nn(-c3ccc(F)cc3)c2Cl)cc1F	-3	-32	-0.3	-18	-7	-45
2	COC(=O)CC1COc2ccccc2N1C(=O)/C=C/c1ccccc1 (centres undefined)	-7	-44	-0.3	10	11	-28
3	CCOC(=O)C1=C(CC)Nc2ccccc2N/C1=N\S(=O)(=O)c1ccccc1F	-9	18	-0.1	-6	11	-8
4	CC(=O)CSc1nnc2c3ccccc3nc(C(C)(C)C)n12	-14	20	1.2	15	19	14
5	CC1CCN(C(=O)Cn2ncc3c4ccccc4n(C)c3c2=O)CC1	-5	-134	-0.9	26	-42	-69
6	C[C@H](CO)N1C[C@H](C)[C@@H](CN(C)S(=O)(=O)c2cccs2)Oc2ccc(NC(=O)c3ccncc3)cc2C1=O	-15	11	1.9	21	-27	10
7	Cc1cc[n+](-c2ccccc2)c2ccccc12	-4	1	-0.5	10	14	10
8	COc1cccc(NS(=O)(=O)c2nc3nc(C)cc(C)n3n2)c1	7	6	-1.7	10	-27	-2

no.	MITF TRPM1 inh	NR2E3 ag-2	TWEAK-Fn14 inh	aDG glyco up	Shn3 3UTR inh
1	-2	2	-16	0.2	-32
2	-15	-2	-11	0.3	-19
3	-9	2	-5	0.1	1
4	7	-1	19	0.0	18
5	-7	1	-6	0.0	-21
6	-16	nt	-14	0.1	-2
7	15	0	7	3.2	34
8	3	2	-9	0.3	-7

no.	Structure	KKLEB tox	HIF-2a inh	hiPSC survival	CF NFkB block	NR2E3 ag-1	Peg3 promoter
9	Cc1cc(C(=O)COC(=O)Cc2n[nH]c(=O)c3ccccc23)c(C)n1-c1ccc2c(c1)OCO2	-9	13	0.5	2	-6	-9
10	Cc1ccccc1OCCN1CCC(Cc2ccccc2)CC1	-3	12	0.4	7	-17	-4
11	Cc1cc(C(=O)CC#N)c(C)n1-c1ccc(OC(F)F)cc1	0	5	4.0	0	10	-4
12	Cc1c(N=Cc2ccco2)c(=O)n(-c2ccccc2)n1C	-4	13	3.9	1	-5	5
13	CC1CC(NC(=S)N(C)C)CC(C)(C)C1 (centres undefined)	13	12	-1.1	-12	-7	-8
14	O=C(C1=C[C@H](C2CC2)C[C@H](OCCCCO)O1)N1CCOCC1	0	-1	-0.7	5	23	-1
15	Cc1ccsc1C(=O)OCC(=O)N1CC(C)CC(C)C1 (centres undefined)	-8	-29	-1.4	-9	-19	-25
16	CCCN=C(C)C1=C(O)c2ccccc2C1=O	-7	-230	-0.2	3	-81	-201

no.	MITF TRPM1 inh	NR2E3 ag-2	TWEAK-Fn14 inh	aDG glyco up	Shn3 3UTR inh
9	19	-2	35	0.3	65
10	-9	-1	-1	-0.1	22
11	7	0	-18	2.5	33
12	-2	0	-4	0.1	7
13	nt	nt	-9	0.4	-12
14	-1	-1	-7	-0.1	-1
15	-15	nt	-1	0.1	8
16	-52	0	-20	-0.1	-69

no.	Structure	KKLEB tox	HIF-2a inh	hiPSC survival	CF NFkB block	NR2E3 ag-1	Peg3 promoter
17	COC(=O)C1CCN(C(=O)c2ccc(OC)c(S(=O)(=O)N3CCCc4ccccc43)c2)CC1	3	17	-2.6	-25	-28	12
18	O=C(CC[C@H]1O[C@@H](n2cnc3c(NC(=O)c4ccccc4)ncnc32)[C@H](O)[C@@H]1O)NCCc1cc2ccccc2[nH]1	-9	5	1.4	3	6	-2
19	O=[N+]([O-])c1cccc(/C=N/Nc2ccccn2)c1	0	-278	-0.5	-50	-29	-268
20	COC(=O)CCC(=O)c1oc2ccc(Br)cc2c1N	6	-312	-0.8	-7	-14	-274
21	O=S(=O)(NCCCc1ccccc1)c1ccccc1	0	10	-2.1	-5	-28	3
22	COc1cc([N+](=O)[O-])ccc1NC(=O)/C=C\C(=O)O	10	10	-0.6	-9	8	25
23	COc1ccc(CNC(=O)COc2cccnc2[N+](=O)[O-])cc1	9	14	1.6	-20	-8	-16
24	COc1ccc(C(NC(=O)c2ccc(F)cc2)c2ccccc2)cc1 (centres undefined)	-9	5	-1.8	4	6	11

no.	MITF TRPM1 inh	NR2E3 ag-2	TWEAK-Fn14 inh	aDG glyco up	Shn3 3UTR inh
17	13	nt	18	0.2	9
18	nt	nt	-17	0.0	0
19	-44	6	-1	-0.3	-80
20	-92	1	0	-0.1	-80
21	-2	5	-9	0.0	5
22	6	-1	8	1.2	1
23	-5	1	14	0.1	-16
24	2	-3	-14	0.0	4

# 4 compounds picked at random from the list so far, as already listed:
no.	Structure	KKLEB tox	HIF-2a inh	hiPSC survival	CF NFkB block	NR2E3 ag-1	Peg3 promoter
11	Cc1cc(C(=O)CC#N)c(C)n1-c1ccc(OC(F)F)cc1	0	5	4.0	0	10	-4
4	CC(=O)CSc1nnc2c3ccccc3nc(C(C)(C)C)n12	-14	20	1.2	15	19	14
3	CCOC(=O)C1=C(CC)Nc2ccccc2N/C1=N\S(=O)(=O)c1ccccc1F	-9	18	-0.1	-6	11	-8
16	CCCN=C(C)C1=C(O)c2ccccc2C1=O	-7	-230	-0.2	3	-81	-201

no.	MITF TRPM1 inh	NR2E3 ag-2	TWEAK-Fn14 inh	aDG glyco up	Shn3 3UTR inh
11	7	0	-18	2.5	33
4	7	-1	19	0.0	18
3	-9	2	-5	0.1	1
16	-52	0	-20	-0.1	-69

# Next structures:
no.	Structure	KKLEB tox	HIF-2a inh	hiPSC survival	CF NFkB block	NR2E3 ag-1	Peg3 promoter
25	COc1ccc(C(CNC(=O)c2cccc(NS(=O)(=O)c3ccc(Br)cc3)c2)N(C)C)cc1 (centres undefined)	-17	0	-0.3	13	13	15
26	Cc1cc(C)c[n+](CC(=O)c2ccc(C)c([N+](=O)[O-])c2)c1	-1	20	-0.2	-6	-27	-4
27	COc1ccc(-c2nc(C3CCCCC3)c3cc(OC)ccc3n2)cc1	13	-4	1.9	-8	-17	0
28	C[C@H]1CN([C@@H](C)CO)C(=O)c2cc(C#CC3CCCC3)cnc2O[C@H]1CN(C)C(=O)Cc1ccccn1	5	7	-2.0	-4	0	-18
29	CCN(CC)CCNC(=O)c1ccc(-n2c(C)cc3c2CCCC3=O)cc1	5	23	0.5	-14	-1	-11
30	COC(=O)c1ccc(CSc2ncnc3c2oc2ccccc23)o1	-1	10	7.6	21	-17	-8
31	CC(C)CN1C(=O)c2ccc(NC(=O)Cc3ccccc3)cc2C1=O	10	-12	1.4	-21	-23	-12
32	CC(Sc1nnnn1C)C(=O)Nc1nc(-c2ccc(F)c(F)c2)cs1 (centres undefined)	5	-64	0.5	-45	-10	-25

no.	MITF TRPM1 inh	NR2E3 ag-2	TWEAK-Fn14 inh	aDG glyco up	Shn3 3UTR inh
25	-3	4	15	-0.2	17
26	-1	-1	-3	0.7	17
27	-10	5	-16	-0.3	8
28	nt	nt	2	0.0	0
29	10	-1	6	-0.2	-5
30	6	2	-14	0.0	10
31	0	-1	2	-0.2	-37
32	-4	0	19	0.1	12

no.	Structure	KKLEB tox	HIF-2a inh	hiPSC survival	CF NFkB block	NR2E3 ag-1	Peg3 promoter
33	CCN(CC)C(=O)C1=C(C)N(CCCOC)C(=O)C(CC(=O)NCCc2ccccn2)C1 (centres undefined)	14	-6	-2.0	-10	-8	-1
34	CCOC(=O)C1C(=O)CC(C)(O)C(C(=O)OCC)C1c1ccc(NC(C)=O)cc1 (centres undefined)	8	20	-0.9	10	-9	7
35	CN1C(=O)NC(c2ccccc2)C2=C1CN(Cc1ccco1)C2=O (centres undefined)	12	2	1.4	0	21	-4
36	Cc1[nH]c2ccccc2c1/C=N/NC(=O)c1cccc(F)c1	-9	-76	-0.2	11	-43	-42
37	O=C(Cc1cccs1)N(Cc1cccs1)C1(C(=O)NC2CCCCC2)CCCCC1	-10	-14	-1.4	-6	-22	24
38	Cn1c(=O)oc2cc(S(=O)(=O)N3CCCCC3)ccc21	-6	8	0.3	7	-14	15
39	COc1ccc(NC(=O)N2CCCC(c3nc(-c4ccc(F)cc4)no3)C2)cc1 (centres undefined)	4	-27	-0.5	-10	-1	-7
40	Cc1cccc(NC(=S)c2nc3ccccc3s2)c1	-2	-202	-0.2	9	-148	-264

no.	MITF TRPM1 inh	NR2E3 ag-2	TWEAK-Fn14 inh	aDG glyco up	Shn3 3UTR inh
33	nt	nt	-38	0.0	-9
34	-4	5	8	-0.2	-7
35	nt	-1	10	0.3	-8
36	-1	-1	7	1.5	-23
37	0	-1	3	0.3	13
38	6	0	6	0.1	-4
39	-12	1	-13	0.4	-3
40	-34	2	-3	-0.3	-102

# Single values from the entries so far.
# Shn3 3UTR inh, CC1CC(NC(=S)N(C)C)CC(C)(C)C1 (centres undefined) reads -12
# KKLEB tox, CCOC(=O)C1C(=O)CC(C)(O)C(C(=O)OCC)C1c1ccc(NC(C)=O)cc1 (centres undefined) reads 8
# KKLEB tox, C[C@H](CO)N1C[C@H](C)[C@@H](CN(C)S(=O)(=O)c2cccs2)Oc2ccc(NC(=O)c3ccncc3)cc2C1=O reads -15

# New compounds follow.
no.	Structure	KKLEB tox	HIF-2a inh	hiPSC survival	CF NFkB block	NR2E3 ag-1	Peg3 promoter
41	O=C(NCCc1ccc(F)cc1)c1ccc(Cl)c(S(=O)(=O)N2CCOCC2)c1	11	-19	-0.1	-5	6	-12
42	CC1(c2nnc(Cc3ccccc3)o2)CC(c2cccc(Cl)c2)=NO1 (centres undefined)	-18	5	-1.4	0	-32	6
43	COc1cc(CC(=O)OCC(=O)Nc2ccccc2C#N)cc(OC)c1OC	-24	3	0.0	15	1	11
44	COc1cccc(CNC(=O)c2ccc(C3SCCS3)cc2)c1	8	-46	-0.2	-21	-45	-34
45	C=CCC[C@@H](Cc1ccc(F)cc1)C(=O)OCCNC(=O)[C@H](CC=C)CC(=O)NCCO	-8	8	3.7	-1	-14	-5
46	O=S1(=O)CCN(Cc2cccc(C(F)(F)F)c2)CC1	7	11	-0.3	-20	27	16
47	O=C(Nc1ccc(Nc2ccccc2)cc1)c1ccccc1F	3	-286	-0.4	6	-80	-253
48	CCCCCCSc1ccc([C@@H]2[C@H]3C(=O)N(C)C(=O)[C@H]3[C@]3(C(=O)OC)CCCCN23)cc1	2	21	2.8	1	4	0
49	Cn1ccc2c(-c3ccc(C(N)=O)cc3)cc3c(c21)C1CCC3C1 (centres undefined)	-14	-3	3.5	27	-60	-6
50	O=C(NCc1ccco1)c1cc(-c2ccccc2)c(N2CCOCC2)s1	16	29	-0.8	-1	-17	8
51	COC(=O)c1onc(-c2c(Cl)cccc2Cl)c1C(=O)OC	-4	21	-0.1	-8	0	3

no.	MITF TRPM1 inh	NR2E3 ag-2	TWEAK-Fn14 inh	aDG glyco up	Shn3 3UTR inh
41	-5	-1	25	0.5	16
42	0	1	0	0.0	2
43	7	6	-5	-0.2	-8
44	-23	1	-23	-0.2	5
45	6	nt	16	0.1	-3
46	-5	-2	5	0.1	-6
47	-58	1	-17	0.4	-48
48	-6	4	-7	0.6	31
49	nt	nt	10	-0.3	5
50	10	2	11	-0.4	14
51	6	-3	-25	-0.2	nt
